Source: PubChem (National Center for Advancing Translational Sciences (NCATS))
TSG101-PTAP inh: qHTS Assay for Iinhibitors of HIV-1 Budding by Blocking the Interaction of PTAP/TSG101. Potency, µM (highest dose often 115 µM), without a hit: top-dose activity change, negative = inhibition, actives largely listed as inhibitors. Tumor susceptibility gene 101 protein (Homo sapiens), Q99816. 340,000 tested, under 10 active. Fluorescence polarization, FITC-PTAP peptide / Tsg101 binding; active = well fitted inhibition curve with a large enough effect in the main read-out, with a control signal flat, not every such curve was filed as active; inconclusive = small, poorly fitted or top-dose-only effect, or effect the other way, or a change in a side signal; inactive = no such curve, though single readings can be large or run the other way; also: potency is read from the fitted curve at half-maximal effect; % of control where 0% means no effect
Target sequence (Q99816 whole entry, looked up): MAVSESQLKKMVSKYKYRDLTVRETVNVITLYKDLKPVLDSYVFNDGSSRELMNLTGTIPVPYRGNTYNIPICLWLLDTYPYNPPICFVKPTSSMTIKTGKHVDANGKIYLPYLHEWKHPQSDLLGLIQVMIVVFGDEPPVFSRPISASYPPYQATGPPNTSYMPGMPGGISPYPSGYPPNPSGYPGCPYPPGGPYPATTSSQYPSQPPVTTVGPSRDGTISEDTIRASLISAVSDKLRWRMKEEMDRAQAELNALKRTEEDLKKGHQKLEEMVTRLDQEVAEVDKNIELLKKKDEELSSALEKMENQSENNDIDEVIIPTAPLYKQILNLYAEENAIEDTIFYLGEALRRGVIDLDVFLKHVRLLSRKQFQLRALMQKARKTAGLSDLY
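Fluorescence polarization binding of Tsg101 binding domain (10 uM final) to FITC-labeled PTAP peptide (50 nM final) in HEPES pH 7.5 buffer with NaCl, Tween 20, EDTA, TCEP. Compounds added before peptide; binding 20 min at RT.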
CXXC DNA block: qHTS Fluorescence Polarization Assay for Inhibitors of MLL CXXC domain - DNA interaction | hit rate 0.037% among 290,000 | Histone-lysine N-methyltransferase 2A (Homo sapiens), Q03164 | MLL-CXXC / FITC-HOXA9 DNA fluorescence polarization | Potency, µM (highest dose often 115 µM), for the others: at the top dose activity change, negative = inhibition, hits mostly inhibitors; active = well fitted inhibition curve with a large enough effect in the polarisation, with a control signal flat, not every such curve was filed as active; inconclusive = small, poorly fitted or top-dose-only effect, or effect the other way, or a change in a side signal; inactive = no such curve, though single readings can be large or run the other way; the % refers to the polarisation; also: potency is read from the fitted curve at half-maximal effect
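Fluorescence polarization: 7 uM MLL-CXXC (stock) preincubated 5 min with compounds, then 50 nM fluorescein-HOX-A9 DNA (stock) added; 30 min ambient. Buffer 50 mM Tris-HCl pH 7.5, 50 mM NaCl, 1 mM DTT, 0.05% BSA.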
MBNL1 CUG block: qHTS Assay for Inhibitors of MBNL1-poly(CUG) RNA binding | Muscleblind-like protein 1 (Homo sapiens), Q9NR56 | TR-FRET MBNL1-His/biotin-(CUG)12 binding, 665/545 ratio | Potency, µM (top dose mostly 57.5 µM), without a hit: at the top dose activity change, negative = inhibition, usual class: inhibitors | hit rate 0.036% among 280,000 | AID 2675, 2010; active = well fitted inhibition curve with a large enough effect in the signal ratio, with a control signal flat, not every such curve was filed as active; inconclusive = small, poorly fitted or top-dose-only effect, or effect the other way, or a change in a side signal; inactive = no such curve, though single readings can be large or run the other way; the % refers to the signal ratio; also: potency is read from the fitted curve at half-maximal effect; % is scaled to controls: 0 for no effect and ±100 for the full control effect
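His-tagged MBNL1 binding to biotinylated (CUG)12 RNA was measured by TR-FRET using terbium anti-His antibody (0.055 ng/ul final) and streptavidin-XL665 (5 nM final). Compounds were titrated 92 nM to 58 uM; 60 min at room temperature.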
ASM inhibitor: Inhibitors of Secretory Acid Sphingomyelinase (S-ASM): qHTS; placental ASM, HMU-PC fluorogenic substrate, 60 min; hit rate 0.006% among 340,000; Sphingomyelin phosphodiesterase (Homo sapiens), P17405; AID 504937, 2011; Potency, µM (series often up to 57.5 µM), inactives show at the highest dose activity change, negative = inhibition, most hits filed as inhibitors; also: potency is read from the fitted curve at half-maximal effect
Target sequence (P17405 47-631 limits assumed): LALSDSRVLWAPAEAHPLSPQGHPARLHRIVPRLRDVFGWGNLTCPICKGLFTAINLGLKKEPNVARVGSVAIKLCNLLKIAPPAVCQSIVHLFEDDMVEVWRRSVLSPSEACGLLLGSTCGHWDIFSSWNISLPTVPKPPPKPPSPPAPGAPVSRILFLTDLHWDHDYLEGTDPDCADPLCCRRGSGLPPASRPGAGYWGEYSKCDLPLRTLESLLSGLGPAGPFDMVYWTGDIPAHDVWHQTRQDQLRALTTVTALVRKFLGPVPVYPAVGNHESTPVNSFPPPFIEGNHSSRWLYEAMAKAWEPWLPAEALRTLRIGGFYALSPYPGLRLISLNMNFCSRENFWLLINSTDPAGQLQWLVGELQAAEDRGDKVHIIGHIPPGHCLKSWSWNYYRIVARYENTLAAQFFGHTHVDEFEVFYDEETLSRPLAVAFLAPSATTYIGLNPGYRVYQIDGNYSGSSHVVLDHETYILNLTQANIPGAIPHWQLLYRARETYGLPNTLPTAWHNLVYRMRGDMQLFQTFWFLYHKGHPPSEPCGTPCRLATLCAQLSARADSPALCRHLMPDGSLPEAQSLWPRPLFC
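Fluorescence read-out (Ex 386 nm, Em 447 nm) after stopping the reaction at pH 10. Enzyme: ASM from human placenta; substrate HMU-PC0, 9 uM final; 60 min, 37 °C. Compound preincubation 10 min, ambient temperature.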
TSHR antag: Antagonists of the Thyroid Stimulating Hormone Receptor: HTS campaign. Thyrotropin receptor (Homo sapiens), P16473. TSHR-expressing cells, TSH-stimulated cAMP HTRF, 2 h; active compounds read low. activity change, negative = inhibition, % at 11.5 µM. hit rate 0.2% among 330,000;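 active = activity change below a set negative limit, meaning inhibition stronger than a set level, cut at about -70% in these data; inconclusive = activity change between two set negative limits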; also: % is scaled to controls: 0 for no effect and ±100 for the full control effect
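TSHR-expressing cells, 200/well, pre-treated with compound, then stimulated with EC80 TSH (4nM final) for 2 hours at 37 deg C. cAMP measured by competitive HTRF: anti-cAMP cryptate antibody in lysis buffer plus cAMP-d2, read after 30 minutes at room temperature.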
TCR activator: Activators of T cell receptors: qHTS campaign. primary human leukocytes, anti-CD3, IL-2 HTRF, 48 h. Potency, µM (titrated, usually from 9.22 µM), without a hit: top-dose activation of IL-2 secretion, most hits filed as activators. 330,000 tested, under 10 active; also: % of control where 0% means no effect
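48 hr co-incubation of compounds, a-CD3 beads and primary human leukocytes; IL-2 quantified homogeneously by HTRF with anti-IL-2 K and d2 conjugates.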
a7 integrin act: qHTS for Activators of Integrin-Mediated Alleviation for Muscular Dystrophy; Potency, µM (titrated, usually from 38.3 µM), for the others: top-dose activation, actives largely listed as activators; alpha7betagal myoblasts, beta-gal FDG fluorescence, 48 h; hit rate 0.064% among 350,000;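 also: potency is read from the fitted curve at half-maximal effect; 100% = response of the positive control SU9516; nearly all actives have a fitted effect of over 60% in size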
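Alpha7betagal+/- myoblasts (passage 13) were plated 16-24 hr, then exposed to compounds (1:260 dilution of DMSO stock) for 48 hours at 37C. After MPER lysis, β-galactosidase reporter activity was read as FDG fluorescence (ex 480/em 540) after 30 minutes.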
A-T KAP1 phos: qHTS Assay for Identifying a Potential Treatment of Ataxia-Telangiectasia. […] A-T fibroblasts, KAP-1 phosphorylation AlphaLISA; neocarzinostatin DNA damage 30 min before lysis. Potency, µM (top dose mostly 57.5 µM), for inactives: at the top dose activation, actives largely listed as activators. hit rate 0.19% among 320,000. AID 485349, 2010; also: potency is read from the fitted curve at half-maximal effect; % of control where 0% means no effect; nearly all actives have a fitted effect of over 45% in size
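ATM-like activity read as KAP-1 phosphorylation via AlphaLISA donor/acceptor antibody pairs after lysis and 6 hr at 25C. Cells were ATM-null patient fibroblasts ([…], hTERT), dosed 60 min, then exposed to the DSB inducer NCS for 30 min.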
Menin-MLL TR inh: qHTS Assay for Inhibitors Targeting the Menin-MLL Interaction in MLL Related Leukemias: Competition With Texas Red Labeled MLL-derived Mutant Peptide; Menin + Texas Red MLL mutant peptide, fluorescence polarization; Potency, µM (titrated, usually from 61.6 µM), without a hit: at the highest dose FP activity change, negative = inhibition, most hits filed as inhibitors; hit rate 0.23% among 270,000; active = well fitted inhibition curve with a large enough effect in the polarisation, with a control signal flat, not every such curve was filed as active; inconclusive = small, poorly fitted or top-dose-only effect, or effect the other way, or a change in a side signal; inactive = no such curve, though single readings can be large or run the other way; the % refers to the polarisation; also: potency is read from the fitted curve at half-maximal effect; % of control where 0% means no effect; many of its hits are not listed in these tables
Mito fusion act: qHTS Assay for Small Molecule Inhibitors of Mitochondrial Division or Activators of Mitochondrial Fusion; S. cerevisiae fusion-defective mutant growth rescue, CellTiterGlo 48 h; Potency, µM (titrated, usually from 46.1 µM), for the others: top-dose growth rescue (activation), usual class: activators; hit rate 0.23% among 320,000;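 also: potency is read from the fitted curve at half-maximal effect; % of control where 0% means no effect; nearly all actives have a fitted effect of over 45% in size; temperature-sensitive fusion mutants such as fzo1-1 at 37 °C on non-fermentable ethanol glycerol medium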
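Compounds are tested for their ability to restore growth of mitochondrial fusion-defective yeast strains at non-permissive 37C in YPEG medium over 48 hours. Viability is quantified by luciferase luminescence.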
Starred values were filed as active, the others as inactive; u = inconclusive; x = no result given; & = joins results of further samples; [ ] = another dose, or the depositor's remark. Unless noted, calls follow the shape of the dose curve; as a rule, active = well fitted curve in the direction sought with a large enough effect; inconclusive = small, poorly fitted or top-dose-only effect, or another doubt; inactive = no such curve, though single readings can be large; an effect the other way counts as inactive or inconclusive.

SMILES	TSG101-PTAP inh	CXXC DNA block	MBNL1 CUG block	ASM inhibitor	TSHR antag	TCR activator	a7 integrin act	A-T KAP1 phos	Menin-MLL TR inh	Mito fusion act
CCc1nnc(NC(=O)CSc2ccc(-c3nc4ccc(C)cc4[nH]3)cn2)s1	1%	13%	2%	8%	1	-1%[46.1 µM]	3%	-3%	38%[activator]	0%
Cc1ccc(N(C(=O)c2ccc3c(c2)OCO3)C2C=CS(=O)(=O)C2)cc1 (stereo not drawn)	-6%	1%	-5%	2%	-8	x	8%	5%	u	0%
CC(C)(C)NS(=O)(=O)c1cccc2nsnc12	-4%	x	x	3%	x	4%	15%	x	x	x
CCSc1nc(N2CCOCC2)c2ccccc2n1	-4%	1%	-2%	2%	1	1%	-21%	-2%	3%	1%
O=C(COC(=O)CCc1ccc(S(=O)(=O)N2CCCCC2)cc1)Nc1cccc2ccccc12	1%	6%	-1%	-1%	8	5%[46.1 µM]	6%	1%	13%	4%
O=C(O)c1ccc(CNCc2cc(Cl)ccc2O)cc1	x	x	x	0%	-1	7%	16%	7%	x	-2%
Cc1cc(C)c(C(=O)NCCCN2CCOCC2)c(C)c1	-1%	-2%	0%	-3%	7	0%	26%	-8%	-6%	2%
Cc1cccc(-n2[nH]c3c4c(ccc3c2=O)C(=O)c2ccccc2C4=O)c1	-1%	-3%	25%	0%	-4	-2%[46.1 µM]	4%	5%	1%	6%
O=C(CSc1nc2ccccc2c(=O)n1NC(=O)c1ccccc1)c1ccc(Cl)cc1	-11%	1%	0%	-21%	-8	1%	3%	0%	u	5%
Cc1ccccc1NP1(=O)OCCCN1Cc1ccccc1Cl (stereo not drawn)	-1%	x	x	-1%	x	-2%	-26%	x	x	x
CSCCNC(=O)c1ccc2nc(C3CCCCC3)oc2c1	-8%	6%	5%	1%	8	4%	-14%	1%	6%	5%
Oc1ccc(Br)cc1-c1nc2cnccn2c1NC1CCCC1	-13%	12%	19%	-5%	34	-6%	21%	6%	u	21%
CCOC(=O)C1=C(C)N(C)C(=O)NC1c1ccc(C)s1 (stereo not drawn)	-1%	3%	1%	6%	-4	3%	3%	2%	-6%	-7%
COc1ccc2c3c1O[C@H]1C[C@@H](O)C=C[C@@]31CCN(C)C2	2%	4%	1%	4%	8	-6%	x	x	-3%&3%&0%	-19%
CN(C(=O)c1ccc(NC(=O)Cc2cccc(NC(=O)C3CCCN(C(=O)C4CCCCC4)C3)c2)cc1)C1CCCC1 (stereo not drawn)	-2%	x	x	-3%	4	-4%	-38%	3%	x	3%
CC(C)c1ccc(/C=N/NC(=O)c2cccc(S(=O)(=O)N3CCOCC3)c2)cc1	-5%	-7%	-5%	0%	5	0%	-5%	0%	-15%	-2%
O=C(c1c(F)c(F)c(F)c(F)c1F)N(Cc1ccccc1)Cc1ccccc1	1%	-3%	15%	-1%	-10	-3%	-20%	7%	-9%	6%
Cc1cc2oc(=O)cc(CSc3nnc(-c4cccs4)o3)c2cc1C(C)C	4%	-3%	17%	16%	-45	-7%[46.1 µM]	-7%	12%	-5%	4%
Cc1ccc(S(=O)(=O)N(CC(=O)NCc2ccccc2)C(=O)N2CCN(C)CC2)cc1	-11%	x	x	x	1	6%	15%	1%	x	2%
CC(=O)NC1CCN(CC(=O)Nc2nccs2)CC1	1%	1%	5%	-3%	4	x	-6%	1%	2%	-3%
CCOC(=O)C1CCN(C(=O)C(=O)N2CCC(C(=O)OCC)CC2)CC1	-10%	-10%	6%	1%	16	4%	16%	-2%	12%	2%
O=C(CN1CCN(c2ccccc2)CC1)Nc1ccc(F)cc1	0%	-4%	-3%	3%	-10	-7%	0%	-7%	3%	2%
O=C(Nc1cccnc1)c1c(O)c2cccc3c2n(c1=O)CC3	0%	-3%	-7%	2%	-3	2%	5%	-4%	16%	3%
CN(C)S(=O)(=O)c1c(Cl)cccc1Cl	-2%	-6%	-7%	-1%	1	7%	9%	x	0%	1%
C=CCOc1ccc(CN(C)C(=O)C2CCCO2)cc1 (stereo not drawn)	-1%	2%	-3%	3%	1	-9%	-24%	1%	4%	-2%
Oc1ccc(/C=N/Nc2ccnc3cc(Cl)ccc23)c(O)c1	1%	60%[activator]	4%	13%	-5	4%	-23%	5%	x	4%
O=C1NC(=S)/C(=C\c2ccc(-c3ccccc3Cl)o2)S1	u	u	x	1%	u	0%[46.1 µM]	23%	-2%	50%[activator]	21%
C#CCOCCOCCOCCNc1nc(N2CCN(C(=O)Cn3cc(CCCN=C(N)N)nn3)CC2)nc(N2CCN(C(=O)[C@H]([C@@H](C)CC)n3cc(CCCN=C(N)N)nn3)CC2)n1	x	17%	-17%	x	-1	x	x	3%	-7%	-2%
CC1(C)Cc2c(sc(NC(=O)C(=O)N3CCCCC3)c2C(=O)O)CO1	-6%	u	-10%	-4%	18	0%	-15%	7%	x	20%
O=C(CN1CCN(c2ccc(F)cc2)CC1)Nc1ccc(S(=O)(=O)N2CCOCC2)cc1	-4%	-2%	-4%	-4%	-9	-66%	u	8%	2%	3%
Brc1ccc(-c2nc(N/N=C/c3cccnc3)c3ccccc3n2)cc1	0%	3%	3%	-14%	-4	-3%	-4%	3%	u	4%
COc1cccc(OC)c1C(=O)OCC(=O)/C(C#N)=C(\C)N	0%	4%	-5%	-3%	7	1%	0%	1%	12%	-1%
COCCN1C(=O)c2oc3c(C)cc(C)cc3c(=O)c2C1c1cccc(O)c1 (stereo not drawn)	-5%	-4%	u	-1%	-14	7%	-34%	x	5%	u
CNC(=O)COC(=O)c1ccc(NS(=O)(=O)c2ccc3c(c2)OCCO3)cc1	-3%	4%	0%	-3%	-1	3%	10%	-9%	-4%	4%
Cc1nnc(N/N=C/c2ccccn2)[nH]c1=O	-4%	-1%	x	-1%	-9	5%	-20%	u	x	-1%
C=CCn1c(CCC(=O)O)ccc1-c1ccccc1	-6%	-5%	-7%	30%[activator]	-4	5%	2%	-5%	-10%	4%
Cc1ccccc1CS(=O)(=O)Cc1ccc(C(=O)NCc2cccnc2)o1	0%	-12%	3%	0%	15	1%	7%	-10%	1%	-1%
CC(C)N(Cc1ccccc1)C(=O)CCc1ccccc1	-3%	19%	-4%	-1%	10	-23%	4%	0%	u	6%
Cc1ccc(NS(=O)(=O)c2cccc([N+](=O)[O-])c2)nc1	-3%	8%	u	9%	5	2%	9%	0%	1%	-9%
CCC(C(=O)OC(C)C(=O)Nc1ccc(Cl)cn1)c1ccccc1 (stereo not drawn)	-10%	-6%	-2%	-3%	-5	-2%	38%	14%	x	4%
O=C(/C=C/c1cccc([N+](=O)[O-])c1)Nc1ccccc1N1CCOCC1	-2%	-1%	u	1%	4	-5%[46.1 µM]	18%	7%	1%	14%
O=C(Cn1cc[n+](Cc2ccccc2)c1)c1ccc([N+](=O)[O-])cc1	-1%	-3%	x	1%	5	-4%	-50%[inhibitor]	0%	u	5%
CCOC(=O)N1CCN(CC(=O)NC(=O)Nc2ccc3c(c2)OCCO3)CC1	0%	x	x	-2%	16	0%	-5%	-3%	x	10%
Cc1cccc(-c2oc3ccc(-c4ccc5c(c4)OCO5)cc3c2/C=C/c2ccc(N)cc2)c1	0%	10%	-1%	x	-2	1%	35%	u	u	2%
C=CC(=C)CC(NC)c1ccccc1 (stereo not drawn)	x	0%	-4%	1%	3	x	-7%	6%	-9%	-4%
Cc1onc(-c2ccccc2)c1C(=O)OCC(=O)Nc1ccccc1	-1%	x	x	x	-10	-3%	-2%	3%	x	-1%
O=C(CN1CCCC1)Nc1cc(C(F)(F)F)cc(C(F)(F)F)c1	1%	-6%	1%	-2%	-5	-3%	9%	7%	x	-8%
Cc1nc(Cl)sc1C(=O)Nc1ccccc1	1%	15%	-22%	4%	34	0%[46.1 µM]	u	-3%	0%	7%

Some of the compounds tested; rates above refer to the full screens.
